Screens (PubChem BioAssay)
NPY-Y2 PAM-ag: potentiators or agonists of human neuropeptide Y receptor Y2; P49146; AID 1359; cells expressing NPY-Y2, potentiator/agonist read-out; activation, % at 3.6 µM; actives 0.45% (n = 220,000); in the data active = activation above about 27%;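 note: cells stimulated with NPY near EC25 plus isoproterenol at EC100; 0% = vehicle plus submaximal agonist and 100% = vehicle plus saturating agonist; some results beyond the cut were filed as inactive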
Target sequence (P49146 whole entry, looked up): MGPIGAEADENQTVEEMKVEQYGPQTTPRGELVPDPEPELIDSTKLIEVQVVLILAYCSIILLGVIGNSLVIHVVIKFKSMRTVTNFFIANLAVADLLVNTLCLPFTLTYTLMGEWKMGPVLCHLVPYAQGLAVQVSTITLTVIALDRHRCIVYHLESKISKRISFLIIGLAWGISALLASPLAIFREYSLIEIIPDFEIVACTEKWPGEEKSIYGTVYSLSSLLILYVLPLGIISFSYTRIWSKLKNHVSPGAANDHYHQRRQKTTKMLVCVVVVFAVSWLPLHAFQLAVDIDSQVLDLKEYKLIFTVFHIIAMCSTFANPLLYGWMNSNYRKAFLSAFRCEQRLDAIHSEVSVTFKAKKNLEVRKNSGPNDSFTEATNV
Ba/F3 V617F tox: reduce viability of Ba/F3 cells dependent on JAK2V617F; actives 1.1% (n = 220,000); inhibition, % at 5.6 µM; Ba/F3 EpoR-JAK2V617F viability, ATP luminescence;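 active = inhibition above the campaign mean plus 3 SD over all tested compounds, cut at about 24% in these data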;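 note: cytokine-independent growth of Ba/F3 cells driven by EpoR plus mutant JAK2; 0% = DMSO-treated cells and 100% = JAK inhibitor I control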
S1P4 ag: activates the human S1P4 receptor; AID 1509; S1P4-expressing cell line, agonist reporter assay; O95977; activation, % at 4.98 µM; actives 0.35% (n = 220,000); in the data active = activation above about 11%;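 note: 0% = DMSO vehicle and 100% = reference agonist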
RBBP9 inhibitor: blocks human serine hydrolase RBBP9; actives 0.2% (n = 220,000); O75884; inhibition, % at 7.94 µM; AID 1515; recombinant RBBP9, FP-Rh probe fluorescence polarization;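 active = inhibition above the campaign mean of all tested compounds plus 3 SD, cut at about 14% in these data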;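 note: plate controls were DMSO wells with RBBP9 for no effect and wells lacking RBBP9 protein for full effect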
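Measured by: FP readout at 525/598 nm; material: recombinant human RBBP9; also added: Serine-hydrolase probe FP-Rh, 375 nM pre-mixing; medium: Tris buffer pH 8.0, NaCl, Pluronic; replication: one well per compound; doses: one concentration, 7.94 µM nominal, 0.794% DMSO; timing: preincubation 30 min plus labeling 45 min at 25 °C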
BaF3 tox: parental Ba/F3 viability inhibition as JAK2V617F counter-screen. CellTiter-Glo ATP luminescence. inhibition, % at 5.6 µM. actives 1.1% (n = 220,000);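 active = inhibition above a per-campaign cutoff, the mean inhibition of all tested compounds plus 3 SD, cut at about 27% in these data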;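 note: 0% = DMSO wells and 100% = JAK Inhibitor I control wells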
S1P4 antag: blocks the human S1P4 receptor | O95977 | S1P4-expressing cells, antagonist mode, reporter read-out | inhibition, % at 4.98 µM | actives 0.26% (n = 220,000); in the data active = inhibition above about 29%;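 note: 0% = wells stimulated with agonist and 100% = vehicle wells without agonist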
NPY-Y1 PAM-ag: potentiators or agonists of human neuropeptide Y receptor Y1; actives 0.37% (n = 220,000); P25929; activation, % at 3.6 µM; NPY-Y1 expressing cells, potentiator/agonist activation; in the data active = activation above about 33%, passing the limit was not always enough;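 note: cells stimulated with NPY at EC10 then isoproterenol at EC100; 0% = low agonist plus stimulus and 100% = saturating agonist plus stimulus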
Runt-CBFb FRET: blocks binding of human RUNX1 Runt domain to CBFb. Q01196+Q13951. Cerulean-Runt/Venus-CBFb FRET ratio 530/480, 1 h. inhibition, % at 20 µM. actives 0.46% (n = 220,000);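 active = inhibition over about 50% at 20 µM in the single-dose screen, limit read from the data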;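 note: 0% = DMSO wells and 100% = excess unlabeled CBFb competitor control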
Target sequence (Q01196 whole entry, looked up, the tested form may be a part): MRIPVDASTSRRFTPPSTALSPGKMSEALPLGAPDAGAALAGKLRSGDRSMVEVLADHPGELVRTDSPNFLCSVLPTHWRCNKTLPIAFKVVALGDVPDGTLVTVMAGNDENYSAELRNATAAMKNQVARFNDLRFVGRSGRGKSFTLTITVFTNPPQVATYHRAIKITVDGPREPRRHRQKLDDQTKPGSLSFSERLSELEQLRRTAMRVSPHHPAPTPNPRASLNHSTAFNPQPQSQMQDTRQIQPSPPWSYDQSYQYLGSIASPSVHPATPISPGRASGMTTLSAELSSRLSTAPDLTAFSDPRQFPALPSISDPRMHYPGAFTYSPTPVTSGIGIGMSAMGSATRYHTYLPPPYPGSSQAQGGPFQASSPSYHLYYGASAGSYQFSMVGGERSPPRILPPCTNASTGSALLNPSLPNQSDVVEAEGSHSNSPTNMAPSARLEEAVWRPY
Target sequence (Q13951 whole entry, looked up, the tested form may be a part): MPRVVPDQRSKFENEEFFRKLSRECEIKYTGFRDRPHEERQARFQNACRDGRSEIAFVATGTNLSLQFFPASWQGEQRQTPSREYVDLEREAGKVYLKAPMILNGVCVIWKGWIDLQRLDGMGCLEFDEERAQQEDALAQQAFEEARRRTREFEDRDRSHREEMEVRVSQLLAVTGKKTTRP
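test system = Cerulean-tagged RUNX1 Runt domain (FRET donor) fusion protein | reagent = Venus-CBFb binding partner, 100 nM | incubation = protein complex preformed 1 h, compound exposure 1 h, room temperature, dark | detection = FRET fluorescence | read-out basis = loss of energy transfer signal | controls = 5 µM unlabeled CBFb as full-inhibition high control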
NPY-Y1 antag: NPY-Y1 (human) receptor antagonism; actives 1% (n = 200,000); inhibition, % at 3.6 µM; AID 1040; HEK293-CNG Y1 cells, membrane potential fluorescence; NPY at EC95, then isoproterenol;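 active = inhibition above the campaign mean inhibition of all tested compounds plus 3 SD, cut at about 20% in these data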;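 note: 0% = DMSO wells given NPY plus isoproterenol and 100% = isoproterenol alone without NPY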
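material = HEK293 cells with Y1 receptor plus CNG channel | also added = NPY 25 nM then isoproterenol 1 µM plus Ro 20-1724 25 µM | schedule = dye 3 h, compound 60 min room temperature, stimulation 45 min | measured by = membrane potential fluorescence | benchmarks = high control isoproterenol alone, low control NPY with isoproterenol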
An asterisk follows results filed as active; nt = no result given.

SMILES	NPY-Y2 PAM-ag	Ba/F3 V617F tox	S1P4 ag	RBBP9 inhibitor	BaF3 tox	S1P4 antag	NPY-Y1 PAM-ag	Runt-CBFb FRET	NPY-Y1 antag
Cc1c(Cl)cccc1NCC(=O)NN=C1CCCC1	-8	-1	0.2	0	-4	7	1	0	0
CC(C)c1ccc(NC(=S)NN(c2ccccc2)c2ccccc2)cc1	-14	1	-1.2	-3	7	25	-29	0	-5
Cc1ccc(-c2nc(CS(=O)CC(=O)NCCN3CCOCC3)c(C)o2)cc1 (configuration not stated)	7	-3	-0.8	-10	6	-10	0	-1	4
Cn1c(=O)c2cc(S(=O)(=O)NCCC(=O)NC3CCCCCCC3)ccc2n(C)c1=O	-16	8	1.0	4	7	14	5	5	-1
O=C(/C=C/Nc1cccc(C(F)(F)F)c1)C(F)(F)F	3	-2	-0.9	0	1	9	9	0	-3
Cc1nn(-c2ccccc2)c(C)c1/C=N/NC(=O)c1cc(-c2ccccc2)n[nH]1	-23	71*	-0.1	-3	78*	-7	-24	-3	12
N#Cc1ccc(Oc2cc(C(F)(F)F)nc(-c3ccccn3)n2)cc1	0	4	0.4	-7	5	-2	10	1	0
Cc1ccc(C(=O)CSc2nnc3ccccn23)c(C)c1	-2	2	-0.6	-5	4	2	9	-2	2
O=C(NCCc1ccc(Cl)cc1)C1CCN(S(=O)(=O)c2ccc(Br)s2)CC1	21	1	-0.1	-5	5	-14	21	nt	-3
O=C(Nc1cccs1)Nc1c(F)cc(F)cc1Br	4	-2	0.6	0	9	-7	-4	13	-2
COc1ccc(CN2CCCC(C(=O)c3ccc(Cl)cc3)C2)cc1Cn1cncn1 (configuration not stated)	-10	0	-2.2	-1	6	-6	-5	0	-2
COc1ccc(NC(=O)N2c3ccc(OC)cc3C(C)=CC2(C)C)cc1	-4	1	5.5	2	5	17	-24	-3	-2
Cc1ccc(NC(=O)CCn2cccc2)cc1Cl	-14	-1	2.3	-5	8	8	-23	1	-5
Clc1c(Cl)c(Cl)c2n[nH]nc2c1Cl	-12	-5	-1.4	0	-2	12	12	1	nt
CCN(CC)/C(Sc1ccccc1)=C(/C(Cl)=C(Cl)Cl)[N+](=O)[O-]	-1	2	0.2	-3	8	-9	11	1	1
Cc1ccc(C(=O)NC(=S)NCC(=O)c2ccccc2)cc1	-22	-3	1.2	-2	3	-6	-15	2	13
c1ccc(CN2CCN(CCOCCOc3cccc4ccccc34)CC2)cc1	-5	4	1.6	-6	3	-14	-10	-1	7
CCNc1nc(NC(C)(C)C)nc(Oc2ccc(=O)n(-c3ccccc3)n2)n1	12	0	0.1	-11	5	-2	3	-2	2
O=C(COc1ccccc1F)NC12CC3CC(CC(C3)C1)C2	1	-3	-0.6	-7	-2	6	-17	0	nt
CCNC(=O)c1ccc2c(c1)S(=O)(=O)c1ccccc1C2=O	1	4	-0.2	-4	1	5	-5	0	1
CN1/C(=C\C(=O)CSc2nnc(N)s2)C(C)(C)c2ccccc21	-5	-2	0.5	-6	4	-19	0	0	5
CC(C)CNc1cc(Cl)c(S(=O)(=O)NCC(C)C)cc1C(=O)O	-10	5	0.2	-4	6	-4	-46	-2	-2
Nc1cc2nc3ccccc3oc-2cc1=O	14	-1	-0.8	8	6	-2	13	4	nt
COc1cccc(NC(=O)c2oc3ccccc3c2NC(=O)C(C)(C)C)c1	-29	-1	0.2	-14	0	-11	-23	1	0
CCOCCCn1c(SCc2nc3sc(C(=O)O)c(C)c3c(=O)[nH]2)nnc1-c1ccc(Cl)cc1	-16	8	-2.5	-3	9	-23	-13	-3	-1
CCOc1ccccc1NC(=O)CSc1nnc2c(CC)c(C)nc(N)n12	5	-3	-2.4	-7	3	-14	2	3	-1
CN(Cc1ccccc1)C(=O)CN(C1CCCCC1)S(C)(=O)=O	14	-4	-0.8	-3	1	-5	18	1	1
ONC(=Nc1ccccc1)C(=Nc1ccccc1)NO	3	-6	-1.5	-5	-2	10	-4	-3	11
Cc1ccc(Cn2ncc(Cl)c(Cl)c2=O)cc1	-4	-1	0.8	-3	5	-26	18	-2	-7
COc1ccc(C(=O)Nc2ccccc2-c2nnn(CC(=O)N3CCOCC3)n2)cc1	-8	4	0.4	3	5	-8	-5	-1	-5
S=c1[nH]nc(-c2cccs2)n1/N=C/c1cn(-c2ccccc2)nc1-c1cccs1	2	-3	1.1	-3	-2	5	1	0	nt
Cc1cccc(N2CCN(S(=O)(=O)c3ccc(S(=O)(=O)N4CCCC4)cc3)CC2)c1C	-5	-3	2.6	-9	3	-23	25	2	-1
COc1cccc(C(=O)N2CCN(c3ncccn3)CC2)c1	-7	-4	-1.1	1	3	7	-3	1	-3
COC(=O)Cn1cc(C(=O)C(C)(C)C)c2ccccc21	3	1	0.6	-9	6	-11	1	0	0
Cc1ccc(Oc2ncc(CN3CCOCC3)s2)cc1	2	4	-2.0	-6	6	8	5	-1	12
CCC(CO)n1cnnc1-c1ccncc1 (configuration not stated)	20	-1	5.0	3	1	-6	11	-1	-4

A section from further up, as a working copy:
SMILES	NPY-Y2 PAM-ag	Ba/F3 V617F tox	S1P4 ag	RBBP9 inhibitor	BaF3 tox	S1P4 antag	NPY-Y1 PAM-ag	Runt-CBFb FRET	NPY-Y1 antag
CCOCCCn1c(SCc2nc3sc(C(=O)O)c(C)c3c(=O)[nH]2)nnc1-c1ccc(Cl)cc1	-16	8	-2.5	-3	9	-23	-13	-3	-1
CCOc1ccccc1NC(=O)CSc1nnc2c(CC)c(C)nc(N)n12	5	-3	-2.4	-7	3	-14	2	3	-1
CN(Cc1ccccc1)C(=O)CN(C1CCCCC1)S(C)(=O)=O	14	-4	-0.8	-3	1	-5	18	1	1

(cont.)
SMILES	NPY-Y2 PAM-ag	Ba/F3 V617F tox	S1P4 ag	RBBP9 inhibitor	BaF3 tox	S1P4 antag	NPY-Y1 PAM-ag	Runt-CBFb FRET	NPY-Y1 antag
CCCCOc1ccc(/C(O)=C2/C(=O)C(=O)N(CCN(C)C)C2c2ccc(O)c(OC)c2)cc1 (configuration not stated)	12	2	-1.6	-7	5	-19	-16	-1	1
O=[N+]([O-])c1ccc(S(=O)(=O)CC(CN2CCOCC2)N2CCOCC2)cc1 (configuration not stated)	6	-3	0.3	-4	3	4	11	0	2
O=C(CN(Cc1cccs1)S(=O)(=O)c1ccc(S(=O)(=O)N2CCCCC2)cc1)Nc1ccccc1	3	-4	-0.4	-3	6	-13	-1	-1	-1
O=C(COC(=O)C1CC(O)CN1C(=O)Oc1ccccc1)c1ccc(Br)cc1 (configuration not stated)	5	0	0.2	-11	4	-12	1	-4	5
COc1cccc(OCC(=O)NNC(=O)c2cccs2)c1	-10	2	1.8	-2	0	-9	-10	0	0
CC(=O)Nc1ccc(NC(=O)C2c3ccccc3Oc3ccccc32)cc1	7	-1	1.6	-12	7	-17	27	0	-7
Cc1cc2ncn(CC(C)C)c2cc1C	-5	-4	0.1	5	3	3	8	nt	1
CC(=O)c1ccc(Oc2ncnc3sccc23)cc1	5	-2	1.1	-3	3	-21	19	-2	1
COC(=O)C1(CCSC)NC(c2ccc(O)cc2)C2C(=O)N(c3ccc4c(c3)OCCO4)C(=O)C21 (configuration not stated)	18	0	0.2	-8	-3	9	11	0	-2
CC1(C)CC(=O)C(C=NCCN2CCN(C(=O)CCl)CC2)=C(O)C1	0	1	1.4	-17	-6	5	12	0	nt
Cc1cccn2c(=O)c(C=O)c(N3CCSCC3)nc12	-12	0	0.1	1	1	-9	-3	-1	nt
CCOc1cc(S(=O)(=O)NCc2cccs2)ccc1Cl	-21	0	-0.5	-5	6	-21	-13	-1	0
O=C(Nc1cnn(Cc2ccc(F)cc2)c1)c1cnccn1	-1	1	0.2	2	7	-13	-6	1	-3
CCCCNCCCOc1cc(Cl)ccc1Cl	-51	1	1.0	1	5	-2	-55	3	9
CC(=O)c1ccc(S(=O)(=O)Nc2cccc(-c3ccc4nncn4n3)c2)cc1	0	1	0.8	-7	-1	7	5	0	-2
O=C(c1c(Cl)cccc1Cl)N1CCN(c2ccccn2)CC1	9	-1	0.9	-1	4	-11	-3	-1	-2
COc1ccc(NS(=O)(=O)c2ccc(N3CCOCC3)c(NC(=O)c3ccc(F)cc3)c2)cc1	15	38*	10	-6	43*	-20	-2	-1	0
C/C(=N\O)c1ccc2c(c1)CC(C)O2 (configuration not stated)	-7	0	-1.1	-3	-1	0	10	-1	nt
Cc1ccn2c(/C=N/OCc3ccc(F)cc3)c(-c3ccc(Cl)cc3)nc2c1	-2	3	3.2	-3	9	-16	8	-4	-1
CC1CCCC(N2C(=O)NC(NC(=O)c3ccco3)(C(F)(F)F)C2=O)C1C (configuration not stated)	-5	-3	0.0	-4	8	-2	0	-3	-6
COC(=O)C1=C(C)N(C)C(=O)NC1c1ccc(C)cc1 (configuration not stated)	-9	-2	-1.7	2	1	-10	14	-2	9
CCOC(=O)C1=C(C)OC(N)=C(C(=O)OCC)C1c1ccncc1 (configuration not stated)	13	-5	1.0	-8	3	-14	24	-1	-3
Clc1ccccc1OCCn1cnc2ccccc21	-3	-3	-0.9	-6	3	-5	-7	5	-1
CCOC(=O)CSc1c(-c2ccc(Cl)cc2)[nH]c2ccccc12	-3	2	1.8	-11	7	-46	-9	-3	4
Cc1ccc(NC(=O)c2sccc2-n2cccc2)c(Cl)c1	-25	-3	4.3	-3	4	8	-22	0	8
Cc1ccc(S(=O)(=O)N2CCN(CC(=O)Nc3ccc4c(c3)CCC4)CC2)cc1C	-16	2	1.5	-6	5	21	-10	0	0
COc1cccc(Cn2c(Oc3cccc(C)c3)nc3c2c(=O)n(C)c(=O)n3C)c1	-22	-5	1.2	-3	3	1	-42	-6	16
O=C(O)COc1ccc(Br)cc1/C=C1/SC(=O)N(CC(=O)N2CCCC2)C1=O	2	-4	-1.8	6	3	4	21	2	-12
Cc1c(Cc2ccccc2)c(=O)oc2c(CN(C)C)c(O)c(Cl)cc12	7	2	3.3	-1	4	-39	4	126*	1
COc1ccc(NC(=O)COC(=O)Cc2c(F)cccc2Cl)cc1	-3	0	2.2	-10	3	-23	-25	-1	10
O=C(CN1C(=O)/C(=C/c2ccccc2F)Sc2ccccc21)N1CCN(c2ccccn2)CC1	-10	2	0.7	-11	8	-14	-3	-2	-1
O=C(Nc1ccccc1N1CCOCC1)c1ccccc1[N+](=O)[O-]	-8	3	0.4	-8	2	-14	-2	-3	-1
c1cncc(CNc2cccc(-c3nc4ccccc4[nH]3)c2)c1	2	-2	0.5	-7	4	-16	-5	-4	3
O=C(Nc1nc(-c2ccc(Br)cc2)cs1)c1cccnc1	0	-3	1.2	-4	2	-8	5	3	3
Cc1cc(C(=O)N2CCN(S(C)(=O)=O)CC2)sc1-c1ccccc1	4	3	1.3	-7	9	-5	12	-1	7
COc1ccc(Cl)cc1C(=O)Nc1ccc(NC(=O)C(C)C)cc1	-5	5	-1.5	-2	4	-16	10	-2	0

This is a random part of the collection. About 3.6% of those tested had a hit in this group.
